# ADAM17 inh – ADAM17 inhibition, QFRET primary screen; AID 720648; hit rate 0.83% among 370,000; recombinant ADAM17, EDANS/DABCYL FRET peptide cleavage; P78536; inhibition, % at 6.95 µM;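 active = inhibition above the mean of compounds lying between control limits plus 3 SD, set per campaign, cut at about 8.5% in these data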;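 note: 0% = DMSO-only wells as the low control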
# Target sequence (P78536 215-824 limits assumed): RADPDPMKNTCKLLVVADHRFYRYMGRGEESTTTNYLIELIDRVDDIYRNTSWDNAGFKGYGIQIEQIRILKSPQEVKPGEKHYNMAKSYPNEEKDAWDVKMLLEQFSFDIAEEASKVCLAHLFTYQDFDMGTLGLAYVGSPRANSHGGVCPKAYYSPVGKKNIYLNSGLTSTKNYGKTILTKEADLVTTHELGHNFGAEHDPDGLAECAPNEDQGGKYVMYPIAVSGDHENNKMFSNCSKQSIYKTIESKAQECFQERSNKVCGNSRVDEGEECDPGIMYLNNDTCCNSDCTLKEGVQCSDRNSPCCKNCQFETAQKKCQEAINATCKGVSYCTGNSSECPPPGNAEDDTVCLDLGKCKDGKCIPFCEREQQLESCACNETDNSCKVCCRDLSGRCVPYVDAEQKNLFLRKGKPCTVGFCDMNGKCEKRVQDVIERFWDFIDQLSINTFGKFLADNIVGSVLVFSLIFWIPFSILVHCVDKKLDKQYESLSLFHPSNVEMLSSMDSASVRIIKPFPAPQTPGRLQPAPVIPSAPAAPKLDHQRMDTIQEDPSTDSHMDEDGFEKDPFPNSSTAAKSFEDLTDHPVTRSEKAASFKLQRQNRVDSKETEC
# ASAP1 GAP inh – blocks human ASAP1-stimulated Arf1 GTP hydrolysis. Q9ULH1. GDP FP detection. inhibition, % at 16.5 µM. hit rate 0.19% among 360,000; in the data active = inhibition above about 25%;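 note: 0% = vehicle with enzyme and substrate and 100% = no enzyme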
# ARFGAP1 inh – inhibits rat ARF GTPase activating protein 1. Q62848. Arfgap1-stimulated ARF1 GTP hydrolysis, GDP FP detection. inhibition, % at 16.5 µM. hit rate 0.26% among 360,000;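 active = inhibition above a per-plate limit, mean inhibition of low control wells plus 3 SD, cut at about 25% in these data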;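 note: 0% = DMSO wells with enzyme and 100% = wells lacking Arfgap1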
# Target sequence (Q62848 1-136 limits assumed): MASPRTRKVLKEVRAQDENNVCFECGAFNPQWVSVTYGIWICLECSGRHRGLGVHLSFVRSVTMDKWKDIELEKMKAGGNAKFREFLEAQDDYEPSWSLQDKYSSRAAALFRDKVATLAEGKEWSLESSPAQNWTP
#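 material = rat Arfgap1 catalytic domain, aa 1-136 | also added = human ARF1(Δ1-17)-GTP substrate | compound dosing = one concentration, 16.5 µM, DMSO 1.26% | times = GTP hydrolysis reaction 2 h at 25 °C | measured by = FP, GDP Alexa 633 tracer displaced from anti-GDP antibody, 620/688 nm | evaluation = percent inhibition of Arfgap1-stimulated GTP hydrolysis | replication = single well per compound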
# PLCg1 inh – PLC-gamma1 (human) inhibition, primary screen | hit rate 0.84% among 370,000 | P19174 | inhibition, % at 12.2 µM | AID 720700 | purified PLC-gamma1, fluorogenic substrate, fluorescence; in the data active = inhibition above about 9.5%
# PLCb3 inh – blocks human PLC-beta3 enzyme activity | Purified PLC-beta3, fluorogenic substrate, fluorescence | inhibition, % at 12.2 µM | hit rate 0.18% among 370,000 | AID 720704; in the data active = inhibition above about 11%;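 note: 0% = median of compound wells on plate and 100% = full blocker control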
# proKLK7 act – proKLK7 (human) activation, primary screen; P49862; purified proKLK7, EDANS-DABCYL substrate fluorescence; 100% is mature enzyme control, 0% vehicle; activation, % at 7 µM; hit rate 0.9% among 370,000; AID 652039;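 active = activation above the mean of all tested compounds plus 3 SD, computed per campaign excluding outliers beyond control limits, cut at about 13% in these data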
# Target sequence (P49862 whole entry, looked up): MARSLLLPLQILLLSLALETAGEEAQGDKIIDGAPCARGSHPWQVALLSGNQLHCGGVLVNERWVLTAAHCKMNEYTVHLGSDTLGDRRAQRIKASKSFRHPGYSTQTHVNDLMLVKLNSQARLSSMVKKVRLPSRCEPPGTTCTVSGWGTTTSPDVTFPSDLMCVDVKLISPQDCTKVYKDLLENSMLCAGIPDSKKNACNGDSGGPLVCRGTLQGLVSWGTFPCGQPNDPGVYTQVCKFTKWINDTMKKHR
# DDE Tn7 FP inh – disrupts Tn7 cyclic peptide binding to fibrin D-Dimer-E complex; FP displacement of FITC-Tn7 peptide from fibrin DD(E); 0% = median of compound wells per plate; inhibition, % at 8.3 µM; hit rate 0.13% among 370,000;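 active = inhibition above the mean of compounds falling within the control limits plus 3 SD of them, cut at about 14% in these data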;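 note: 0% = plate median of compound wells and 100% = 10 µM Aha-Tn7 peptide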
#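 Test system – human fibrin DD(E) · Times – 10 min preincubation, 3 h with tracer, room temperature · Detection – fluorescence polarization of the labelled Tn7 tracer · Measure – percent inhibition normalized to high-control wells · Benchmarks – high control wells with 10 µM unlabelled Aha-Tn7 peptide (full inhibition) · Repeats – singlicate testing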
# UHRF1 MBD2 ctr – human UHRF1 methylated DNA binding inhibitors; Q96T88; UHRF1 binding to methylated oligo, TR-FRET; AID 687016; inhibition, % at 4.4 µM; hit rate 0.75% among 370,000; in the data active = inhibition above about 21%;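 note: UHRF1 SRA domain binding a hemimethylated CpG hairpin DNA probe; 0% = median of test compound wells and 100% = reference inhibitor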
# Tn6 DDE FP – DD(E)-Tn6 binding inhibition, primary FP screen; Fibrin DD(E) TRITC-Tn6 fluorescence polarization displacement; inhibition, % at 8.3 µM; hit rate 0.21% among 370,000; P02675;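 active = inhibition above a per-campaign cutoff: mean of compounds within control limits plus 3 SD, cut at about 15% in these data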;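 note: 0% = median of all compound wells on the plate and 100% = blocking peptide control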
# MBD2 DNA inh – MBD2-methylated oligo binding inhibition. Q9UBB5. TR-FRET, MBD2 binding to methylated oligonucleotide. inhibition, % at 4.4 µM. hit rate 0.31% among 370,000. AID 686964; in the data active = inhibition above about 13%
# Active calls of the source: *; . = not tested or not shown.
SMILES,ADAM17 inh,ASAP1 GAP inh,ARFGAP1 inh,PLCg1 inh,PLCb3 inh,proKLK7 act,DDE Tn7 FP inh,UHRF1 MBD2 ctr,Tn6 DDE FP,MBD2 DNA inh
COC(=O)[C@H](CC(C)C)NC(=O)/C=C/[C@H]1O[C@@H](n2cc(C)c(=O)[nH]c2=O)C[C@@H]1O,-4.2,7.3,-0.2,-0.4,-0.1,0.1,1.7,0.7,5.2,2.5
Cc1ccc2nsnc2c1N,1.1,3.1,-1.2,-1.7,-2.8,0.1,2.9,-5.7,7.1,-2.9
Cc1cc(C)cc(-n2nnnc2SCC(=O)Nc2nc(-c3ccc(Cl)cc3)cs2)c1,-4.5,-6.5,15.4,-0.2,-0.3,-0.2,-7.6,-5.4,-3.2,1.5
Cc1cccnc1CCNC(=O)CCc1nnc(CCc2ccccc2)o1,3.6,9.5,-16.4,7.7,8.2,0.0,-5.4,5.2,-3.1,3.6
COc1ccc(CCNC(=O)CCc2ccsc2)cc1OC,-3.0,-0.5,-1.8,-1.0,-2.4,-1.1,5.9,-3.3,10.3,2.0
CN(CCCNC(=O)c1ccc(N2CCCC2=O)cc1)c1ccccc1,-2.6,5.3,-6.0,0.8,0.9,-0.2,5.8,0.7,1.3,-3.4
COC(=O)c1ccc2nc(C3CCCCC3)c(Cc3ccc(OC)cc3C)n2c1,-8.5,6.6,-1.6,-22.2,-28.7,-0.8,7.6,21.0*,-7.0,9.1
C[C@@H]1CN([C@@H](C)CO)C(=O)c2cc(NC(=O)c3ccccc3)ccc2O[C@@H](C)CCCCO[C@@H]1CN(C)S(=O)(=O)c1ccc(F)cc1,3.9,-1.8,5.8,5.8,0.7,-0.2,-7.5,21.4*,-9.2,8.8
Cc1cccc(NC(=O)c2cccnc2)c1C,-1.1,-11.6,3.2,0.8,-3.7,0.8,7.2,0.8,4.8,5.1
CCOC(=O)C(=O)/C(=C\N(C)C)c1onc(-c2c(Cl)cccc2Cl)c1C(=O)OC,-3.6,-16.0,5.3,-8.0,-5.7,10.3,2.3,1.4,6.9,0.8
CC1CC(C)CN(CCCNC(=O)Cn2ncc3c([nH]c4ccccc43)c2=O)C1 (stereo unspecified),-7.3,-6.6,-1.9,-1.2,-5.6,0.1,2.6,-1.7,-1.7,0.8
C#CCN1C(=O)C2(OCCO2)c2ccccc21,-2.5,-8.0,-6.8,1.4,-3.8,0.0,7.9,-0.3,10.0,-6.0
Cc1cccc(-n2c(N)c(-c3nc4ccccc4n3C)c3nc4ccccc4nc32)c1,-5.6,2.4,0.4,-132.8,-160.9,-2.7,-0.7,-2.0,9.8,-2.5
Cc1c(NC(=O)c2cc(=O)[nH]c3ccccc23)c(=O)n(-c2ccccc2)n1C,-3.6,5.6,18.3,1.6,5.2,-0.5,4.6,1.4,-5.9,6.7
CCN(CC)CCN1CNC(=S)N(c2ccccc2OC)C1,-0.8,1.5,4.2,6.5,-6.4,0.5,-2.8,9.0,13.2,-0.7
CCOC(=O)CCC(=O)N1CCNC(=O)C1,-1.3,11.0,-5.4,-1.8,2.9,0.0,3.1,0.9,9.3,-1.0
CC(=O)Nc1ccc2nc(SCC(=O)N3CCOCC3)sc2c1,-1.1,-2.9,-6.8,-0.8,-1.4,0.0,0.8,2.4,-0.4,-1.6
Cc1c(NC(=O)c2ccco2)cccc1C(=O)NN1C(=O)c2ccccc2C1=O,-0.6,6.7,-8.1,-1.1,0.8,0.6,3.9,6.0,-0.2,-2.3
N#Cc1nc(-c2ccccc2Cl)oc1NCc1ccco1,-14.2,7.1,4.7,-89.2,-110.5,0.9,-4.7,-0.5,-5.7,3.2
Cc1cc(C(=O)OC(C)C(=O)Nc2cccc(Cl)c2)on1 (stereo unspecified),-4.7,-11.8,5.5,0.5,-7.7,1.1,-0.1,1.3,1.7,0.5
CCOC(=O)c1c(-c2ccccc2)[nH]c2ccc(O)cc12,-44.2,-8.9,0.1,-267.5,-328.3,1.8,1.2,0.2,-8.5,1.4
O=C(CSc1nc2ccccc2c(=O)n1-c1ccccc1F)N1CCOCC1,3.4,-2.8,-14.1,-4.2,6.8,0.4,-9.8,-0.1,8.8,-3.0
O=C(O)CCCCOn1ccnc1,-1.8,0.9,-14.2,0.2,1.9,0.2,-2.6,-1.8,0.6,-1.9
CC12CCC(C(=O)N(c3ccccn3)c3ccccn3)(OC1=O)C2(C)C (stereo unspecified),-1.3,-2.2,-7.6,0.9,3.0,-0.2,0.3,0.1,-4.8,-3.6
CCN(CC)C(=O)C1=C(C)N(CCCN2CCCC2=O)C(=O)C(CC(=O)NC2CCCC2)C1 (stereo unspecified),-2.5,6.0,-8.5,0.3,1.7,-0.2,1.4,0.2,11.6,-2.8

# Fetched by structure from above:
SMILES,ADAM17 inh,ASAP1 GAP inh,ARFGAP1 inh,PLCg1 inh,PLCb3 inh,proKLK7 act,DDE Tn7 FP inh,UHRF1 MBD2 ctr,Tn6 DDE FP,MBD2 DNA inh
Cc1cccc(NC(=O)c2cccnc2)c1C,-1.1,-11.6,3.2,0.8,-3.7,0.8,7.2,0.8,4.8,5.1
CCN(CC)C(=O)C1=C(C)N(CCCN2CCCC2=O)C(=O)C(CC(=O)NC2CCCC2)C1 (stereo unspecified),-2.5,6.0,-8.5,0.3,1.7,-0.2,1.4,0.2,11.6,-2.8

# Following part
SMILES,ADAM17 inh,ASAP1 GAP inh,ARFGAP1 inh,PLCg1 inh,PLCb3 inh,proKLK7 act,DDE Tn7 FP inh,UHRF1 MBD2 ctr,Tn6 DDE FP,MBD2 DNA inh
CN(Cc1ccccc1)S(=O)(=O)c1ccc2c(c1)n(C)c(=O)n2C,-3.8,-5.3,-3.7,-0.3,1.5,-0.3,5.0,1.3,-2.7,4.2
C[C@H](CO)N1C[C@H](C)[C@@H](CN(C)Cc2ccc(Cl)c(Cl)c2)Oc2c(NC(=O)c3ccncc3)cccc2C1=O,5.6,-0.2,-5.8,-0.9,1.2,0.0,2.7,2.0,-4.8,-4.7
O=c1oc2ccccc2c(Nc2cccc3ccccc23)c1[N+](=O)[O-],-8.1,10.7,-2.2,-14.3,-20.0,-0.6,-5.6,-0.6,-3.4,-3.8
CCCn1cnc2c(SCc3ccccc3F)nc(N)nc21,-4.0,-1.0,-5.1,1.8,-2.4,0.3,2.3,0.1,-2.1,-6.9
C/C(=N\NC(=O)c1nonc1N)c1cccs1,0.8,-3.1,-0.5,3.6,1.4,-0.7,-2.1,-2.5,-7.3,-3.5
CCCc1[nH][nH]c(=O)c1C(c1ccc(Br)cc1)C(C#N)C#N (stereo unspecified),-3.3,-3.2,12.1,-2.2,2.4,-0.6,4.6,-1.3,1.6,2.2
Cc1oc2ccc(NS(=O)(=O)c3ccc(F)cc3)cc2c1C(=O)O,-1.3,0.7,3.1,-1.5,-6.9,0.0,-2.8,0.2,-0.9,1.1
C=CCn1cc(C(=O)N2CCc3ccccc3C2)c(=O)c2cc(S(=O)(=O)N(CC)CC)ccc21,-5.2,-9.3,-8.6,-0.8,4.0,-1.6,7.0,-0.9,2.3,-5.2
O=C1OC(c2ccccc2)=N/C1=C\N1CCCCC1,-3.4,0.3,-10.4,7.9,-5.9,0.2,-1.3,-1.1,3.6,-1.7
O=C(CN1CCN(S(=O)(=O)c2cccs2)CC1)NCC1CCCCC1,-3.5,-4.8,4.0,1.2,-5.0,0.6,5.8,1.4,-1.5,2.1
CN(C)c1ccc(-c2nn3c(-c4ccco4)nnc3s2)cc1,-14.7,.,.,-12.5,-20.9,-38.7,-2.5,-6.5,-7.2,-0.9
C[C@H](CO)N1C[C@H](C)[C@@H](CN(C)Cc2ccncc2)Oc2c(NC(=O)CCCCCC(=O)Nc3ccccc3N)cccc2C1=O,-3.1,5.0,3.1,-22.3,-37.8,2.0,-1.5,-0.2,-1.5,1.2
CCOc1ccc2c(O)csc2c1,0.1,1.5,3.8,-30.0,-23.8,-1.3,-0.6,9.2,-0.3,0.7
Cc1ccc(-n2c(-c3ccc(Br)cc3)n[nH]c2=S)c(C)c1,-1.7,-11.9,-2.1,-1.1,-2.3,-0.2,7.0,-0.6,8.4,0.2
COc1ccc(CNC(=O)C2CCCN2CCc2ccccc2)cc1OC (stereo unspecified),-2.6,-3.9,7.9,2.1,-5.5,-0.6,-1.8,-2.0,-3.0,-0.1
CC(=O)Nc1ccccc1S(=O)(=O)CC1CC1(Cl)Cl (stereo unspecified),-7.6,-3.0,3.5,2.5,-2.7,-0.2,6.6,1.2,4.5,9.4
Cc1ccc2cc(CN(Cc3nnnn3Cc3ccco3)CC3CCCO3)c(=O)[nH]c2c1C (stereo unspecified),-5.2,12.2,0.9,-4.8,-7.2,0.4,2.6,-0.6,-7.4,0.9
COc1ccc2[nH]c(=O)c(C3c4cc(OC)c(OC)cc4CCN3C(=O)c3ccco3)cc2c1 (stereo unspecified),-45.0,-2.0,6.1,-21.5,-36.6,0.6,1.9,-1.4,2.6,3.1
CCN(C1CCS(=O)(=O)C1)S(=O)(=O)c1cc(C)ccc1C (stereo unspecified),-4.5,12.3,2.2,2.9,0.7,-0.6,-2.1,-1.8,4.9,-1.6
CCOC(=O)c1c(-c2cccs2)csc1NC(=O)c1ccco1,-0.7,-13.0,-9.1,-1.8,0.4,-0.2,-6.1,-1.2,-7.1,0.0
COc1ccc(OC)c(CN2C(=O)CCC2(C)c2nnnn2-c2c(C)cccc2C)c1 (stereo unspecified),-5.5,6.4,-1.6,2.0,-1.0,0.5,3.2,5.8,-0.5,1.0
Cc1cc(C)c(S(=O)(=O)c2ccc(F)cc2C)c(=O)[nH]1,-5.3,-1.7,-6.3,-4.4,-5.8,-0.5,2.5,0.5,0.1,2.8
CCC(C(=O)NCc1ccco1)N(C(=O)CNS(=O)(=O)c1ccc(C)cc1)c1ccccc1F (stereo unspecified),-1.5,-1.1,16.1,-0.1,-4.7,-0.1,-2.9,0.8,8.9,-0.3
CCc1nnc(NC(=O)c2cccc(C(=O)Nc3nnc(CC)s3)n2)s1,-1.7,-3.0,-3.8,1.6,-3.7,-1.2,-0.1,2.0,-3.0,4.3
COc1ccc(-c2ocnc2C(=O)N2CCN(Cc3cccnc3)CC2)cc1,-1.2,9.2,-12.9,4.7,-5.6,0.3,-6.2,1.6,-3.2,2.8
COc1ccc(-n2c(SC(C)C(=O)Nc3ncc(Cl)cc3Cl)nc3ccccc32)cc1 (stereo unspecified),-10.7,10.9,-2.6,-9.2,-8.7,-3.5,3.2,-1.6,-1.1,0.0
Cc1ccc(/C=N/Nc2ccc(Cl)c(C(=O)O)c2)s1,-0.1,-17.1,-3.3,-18.1,-19.3,-0.2,-3.0,3.1,-9.8,-4.7

# Full records, quoted from the list. Order of values: ADAM17 inh, ASAP1 GAP inh, ARFGAP1 inh, PLCg1 inh, PLCb3 inh, proKLK7 act, DDE Tn7 FP inh, UHRF1 MBD2 ctr, Tn6 DDE FP, MBD2 DNA inh
# `CCN(C1CCS(=O)(=O)C1)S(=O)(=O)c1cc(C)ccc1C` (stereo unspecified) is listed with -4.5, 12.3, 2.2, 2.9, 0.7, -0.6, -2.1, -1.8, 4.9, -1.6
# `CN(C)c1ccc(-c2nn3c(-c4ccco4)nnc3s2)cc1` is listed with -14.7, ., ., -12.5, -20.9, -38.7, -2.5, -6.5, -7.2, -0.9
